# From PubChem BioAssay
# Integrin act MD – qHTS for Activators of Integrin-Mediated Alleviation for Muscular Dystrophy; alpha7betagal myoblasts, beta-gal FDG fluorescence, 48 h; Potency, µM (highest dose often 38.3 µM), without a hit: at the highest dose activation, hits mostly activators; 350,000 compounds, 0.064% hits;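 note: potency is the fitted concentration of half-maximal effect; 100% = response of the positive control SU9516; nearly all actives have a fitted effect of over 60% in size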
#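 Alpha7betagal+/- myoblasts (passage 13) were plated 16-24 hr, then exposed to compounds (1:260 dilution of DMSO stock) for 48 hours at 37C. After MPER lysis, β-galactosidase reporter activity was read as FDG fluorescence (ex 480/em 540) after 30 minutes.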
# AT treatment – qHTS Assay for Identifying a Potential Treatment of Ataxia-Telangiectasia. […] A-T fibroblasts, KAP-1 phosphorylation AlphaLISA; neocarzinostatin DNA damage 30 min before lysis. Potency, µM (highest dose often 57.5 µM), inactives show top-dose activation, usual class: activators. 320,000 compounds, 0.19% hits; note: potency is the fitted concentration of half-maximal effect; % of control where 0% means no effect; nearly all actives have a fitted effect of over 45% in size
#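 ATM-like activity read as KAP-1 phosphorylation via AlphaLISA donor/acceptor antibody pairs after lysis and 6 hr at 25C. Cells were ATM-null patient fibroblasts ([…], hTERT), dosed 60 min, then exposed to the DSB inducer NCS for 30 min.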
# B2AR arrestin – qHTS assay of beta-arrestin-biased ligands of beta2-adrenergic receptor. Beta-2 adrenergic receptor (Homo sapiens), P07550. 330,000 compounds, 0.02% hits. beta-arrestin recruitment to beta2AR, cell-based reporter. Potency, µM (highest dose often 46.1 µM), for inactives: at the top dose activation, usual class: activators;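 note: potency is the fitted concentration of half-maximal effect; 0% = DMSO controls and full agonism = EC100 isoproterenol or metaproterenol; nearly all actives have a fitted effect of over 65% in size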
# Target sequence (P07550 whole entry, looked up): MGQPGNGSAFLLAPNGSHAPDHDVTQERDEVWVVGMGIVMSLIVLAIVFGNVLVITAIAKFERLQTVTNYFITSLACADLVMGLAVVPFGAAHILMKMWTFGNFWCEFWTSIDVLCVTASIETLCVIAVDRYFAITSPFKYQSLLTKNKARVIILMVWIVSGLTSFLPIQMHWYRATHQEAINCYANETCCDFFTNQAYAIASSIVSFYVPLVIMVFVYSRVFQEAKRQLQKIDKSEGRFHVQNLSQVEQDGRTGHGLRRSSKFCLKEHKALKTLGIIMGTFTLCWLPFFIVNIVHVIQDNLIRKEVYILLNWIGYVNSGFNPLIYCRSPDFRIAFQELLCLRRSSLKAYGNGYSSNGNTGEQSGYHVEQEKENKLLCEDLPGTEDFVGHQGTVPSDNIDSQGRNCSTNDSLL
# p53 reactivator – qHTS assay for re-activators of p53 using a Luc reporter | 320,000 compounds, 0.063% hits | AID 504706, 2011 | H1299 p53-A138V BP100-luciferase reporter, luminescence, 24 h | Potency, µM (highest dose often 92.2 µM), for the others: at the top dose activity change, positive = activation, usual class: activators; note: potency is the fitted concentration of half-maximal effect; % of control where 0% means no effect; nearly all actives have a fitted effect of over 45% in size
#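 p53-null H1299 cells stably carrying temperature-sensitive p53-A138V and a BP100-luciferase reporter were pinned with compounds (4-point, 1:5 series) and held 24 hrs at 37 deg C. Luminescence was read 10 min after detection reagent.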
# ELG1 DNA repair – qHTS screen for small molecules that inhibit ELG1-dependent DNA repair in human embryonic kidney (HEK293T) cells expressing luciferase-tagged ELG1 | HEK293T ELG1-luciferase reporter, luminescence, 16 h; DNA damage induced by 5-fluorouridine | Potency, µM (highest dose often 46.1 µM), for the others: top-dose activity change, negative = inhibition, usual class: inhibitors | 330,000 compounds, 2.3% hits | AID 504467, 2011; note: potency is the fitted concentration of half-maximal effect; % is set by controls: 0 for no effect and ±100 for the full control effect; nearly all actives have a fitted effect of over 55% in size
#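 HEK293T cells expressing luciferase-tagged ELG1 (2,000/well) received 5-Fluorouridine plus compound or DMSO for 16 hr at 37 °C. Luciferase was read by ONE-Glo luminescence after 30 min at room temperature.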
# TRPV1 ag – HTS Assay for Compounds that Act as Agonists of the Vanilloid Receptor 1; Transient receptor potential cation channel subfamily V member 1 (Homo sapiens), Q8NER1; TRPV1-expressing cells, Fluo-8 calcium influx, agonist mode; activation, % at 8.33 µM; 320,000 compounds, 0.19% hits; AID 540275, 2011; in the data active = activation above about 80%; inconclusive = between about 30% and that limit; note: 0% is about no effect
#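 Fluo-8 calcium influx in TRPV1-expressing cells, kinetic read (ex 480/em 520 nm). Compound added and read 3 min for agonist activity, followed by capsaicin at EC20 final and 2 min further read for enhancement.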
# TSG101-PTAP inh – qHTS Assay for Iinhibitors of HIV-1 Budding by Blocking the Interaction of PTAP/TSG101 | Tumor susceptibility gene 101 protein (Homo sapiens), Q99816 | Fluorescence polarization, FITC-PTAP peptide / Tsg101 binding | Potency, µM (titrated, usually from 115 µM), for inactives: top-dose activity change, negative = inhibition, usual class: inhibitors | 340,000 tested, under 10 active | AID 493005, 2010; active = well fitted inhibition curve with a large enough effect in the main read-out, with a control signal flat, not every such curve was filed as active; inconclusive = small, poorly fitted or top-dose-only effect, or effect the other way, or a change in a side signal; inactive = no such curve, though single readings can be large or run the other way; note: potency is the fitted concentration of half-maximal effect; % of control where 0% means no effect
# Target sequence (Q99816 whole entry, looked up): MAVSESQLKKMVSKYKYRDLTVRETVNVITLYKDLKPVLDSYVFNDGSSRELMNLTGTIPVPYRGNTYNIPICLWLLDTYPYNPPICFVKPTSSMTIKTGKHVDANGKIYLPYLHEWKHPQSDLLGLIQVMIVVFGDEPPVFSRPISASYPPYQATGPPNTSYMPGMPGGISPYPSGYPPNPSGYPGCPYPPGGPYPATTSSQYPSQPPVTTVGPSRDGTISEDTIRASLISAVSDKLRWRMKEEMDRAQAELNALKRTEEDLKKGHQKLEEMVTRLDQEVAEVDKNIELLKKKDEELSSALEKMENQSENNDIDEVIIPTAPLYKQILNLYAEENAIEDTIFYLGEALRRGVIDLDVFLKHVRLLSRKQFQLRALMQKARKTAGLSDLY
#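 Fluorescence polarization binding of Tsg101 binding domain (10 uM final) to FITC-labeled PTAP peptide (50 nM final) in HEPES pH 7.5 buffer with NaCl, Tween 20, EDTA, TCEP. Compounds added before peptide; binding 20 min at RT.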
# BRCA1 expr up – qHTS Assay to Identify Small Molecule Activators of BRCA1 Expression. MCF7-BRCA1-FFLuc reporter, luminescence, 48 h; response scale: scaled: vehicle 0%, 10 µM genistein 100%. Potency, µM (doses to about 46.1 µM), for inactives: at the top dose activation, hits mostly activators. 380,000 compounds, 1.1% hits. AID 624202, 2012; note: potency is the fitted concentration of half-maximal effect; nearly all actives have a fitted effect of over 80% in size; some results filed as inactive show a strong effect at the top dose
#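 Luminescence from a BRCA1-driven firefly luciferase in MCF7 cells was the read-out, taken 15 min after substrate addition following 48 h compound exposure at 37 °C. Data were normalized to a 10 microM genistein control and DMSO vehicle.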
# TCR act – Activators of T cell receptors: qHTS campaign. AID 504894, 2011. 330,000 tested, under 10 active. primary human leukocytes, anti-CD3, IL-2 HTRF, 48 h. Potency, µM (titrated, usually from 9.22 µM), without a hit: top-dose activation of IL-2 secretion, usual class: activators; note: % of control where 0% means no effect
#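 48 hr co-incubation of compounds, a-CD3 beads and primary human leukocytes; IL-2 quantified homogeneously by HTRF with anti-IL-2 K and d2 conjugates.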
# CXXC DNA block – qHTS Fluorescence Polarization Assay for Inhibitors of MLL CXXC domain - DNA interaction; Histone-lysine N-methyltransferase 2A (Homo sapiens), Q03164; MLL-CXXC / FITC-HOXA9 DNA fluorescence polarization; Potency, µM (series often up to 115 µM), for inactives: at the highest dose activity change, negative = inhibition, actives largely listed as inhibitors; 290,000 compounds, 0.037% hits; active = well fitted inhibition curve with a large enough effect in the polarisation, with a control signal flat, not every such curve was filed as active; inconclusive = small, poorly fitted or top-dose-only effect, or effect the other way, or a change in a side signal; inactive = no such curve, though single readings can be large or run the other way; the % refers to the polarisation; note: potency is the fitted concentration of half-maximal effect
#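 Fluorescence polarization: 7 uM MLL-CXXC (stock) preincubated 5 min with compounds, then 50 nM fluorescein-HOX-A9 DNA (stock) added; 30 min ambient. Buffer 50 mM Tris-HCl pH 7.5, 50 mM NaCl, 1 mM DTT, 0.05% BSA.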
# * = called active by the depositor; ? = inconclusive; . = not tested or not shown; [ ] = dose if it differs, or a comment. Unless noted, calls come from the whole dose curve; as a rule, active = well fitted curve in the direction sought with a large enough effect; inconclusive = small, poorly fitted or top-dose-only effect, or another doubt; inactive = no such curve, though single readings can be large; an effect the other way counts as inactive or inconclusive.
SMILES,Integrin act MD,AT treatment,B2AR arrestin,p53 reactivator,ELG1 DNA repair,TRPV1 ag,TSG101-PTAP inh,BRCA1 expr up,TCR act,CXXC DNA block
COc1ccc(OC)c(NC(=O)CSc2nnc(-c3ccncc3)s2)c1,-1%,-12%,-0.8%,4%,-10%,-1,-1%,-18%,-4%,?
CCCOc1ccccc1N/C(N)=N/c1nc(C)cc(C)n1,-23%,-1%,0.1%,3%,?,-2,2%,-25%,0%,3%
COc1ccc(NC(=O)CN2C(=O)NC(c3ccccc3)(c3ccccc3)C2=O)cc1OC,-41%,-5%,-1.1%,-3%,-2%,1,0%,-28%,-1%,3%
Cc1cc(CNC(=O)c2cc(COc3ccc(F)c(F)c3)on2)nn1C,9%,1%,-0.2%,-14%,?,10,.,8.9µM*,1%,-4%
CCOC(=O)C1CCCN(c2nc3ccccc3nc2NS(=O)(=O)c2ccc(C)cc2)C1 (configuration not stated),-12%,-12%,0.0%,-10%,3%,11,-5%,4%,4%,.
CCOC(=O)c1c(OCCO)nn(-c2ccccc2)c1N,2%,2%,0.0%,-4%,7%,-7,-6%,0%,1%,25%
Cc1ccc(-c2cc(-c3n[nH]c(=S)n3C)c3ccccc3n2)cc1,0%,-2%,-0.2%,-1%,?,?,-1%,50%,.,-9%
O=C(COc1ccccc1)Nc1ccccc1Cl,?,2%,0.3%,?,?,15,-5%,21%,-5%,3%
O=S(=O)(NCc1ccc(F)cc1)c1cccc(S(=O)(=O)N2CCOCC2)c1,-22%,-4%,-0.3%,-1%,-18%,-2,-5%,-2%,5%,16%
COc1ccccc1NC(C#N)c1ccccc1OCc1ccccc1 (configuration not stated),23%,-5%,4.9%,?,-7%,12,2%,5%,5%[46.1 µM],-4%
CCCc1cc(=O)[nH]c(SC(C)C(=O)Nc2ccc3c(c2)OCCO3)n1 (configuration not stated),6%,-2%,0.0%,10%,?,-2,-2%,-1%,-2%,.
COc1ccc(N2CCN(C(=O)CN3C(=O)NC(c4ccc(OC)cc4)(c4ccc(OC)cc4)C3=O)CC2)cc1,-7%,8%,0.7%,12%,-7%,-1,.,-18%,3%,10%
O=C(NC1CCc2ccccc21)C1CCN(S(=O)(=O)c2ccc(Cl)cc2)CC1 (configuration not stated),7%,-5%,-1.0%,4%,-13%,3,-7%,-26%,5%[46.1 µM],15%
COc1ccc(NC(=O)CSc2nc3ccccc3c(=O)n2CCCO)cn1,-15%,25%,0.2%,1%,-21%,-9,4%,-4%,10%,.
Cc1ccc(C(C2=C(O)CC(C)(C)CC2=O)C2C(=O)CC(C)(C)CC2=O)s1 (configuration not stated),16%,-1%,-0.1%,-2%,19%,4,-6%,-4%,0%,?

# Two compounds from above with just Integrin act MD and CXXC DNA block:
SMILES	Integrin act MD	CXXC DNA block
COc1ccc(OC)c(NC(=O)CSc2nnc(-c3ccncc3)s2)c1	-1%	?
COc1ccc(NC(=O)CN2C(=O)NC(c3ccccc3)(c3ccccc3)C2=O)cc1OC	-41%	3%

# Going on with the list:
SMILES,Integrin act MD,AT treatment,B2AR arrestin,p53 reactivator,ELG1 DNA repair,TRPV1 ag,TSG101-PTAP inh,BRCA1 expr up,TCR act,CXXC DNA block
O=C(C1CCN(S(=O)(=O)c2ccc(Br)s2)CC1)N1CCc2ccccc21,2%,-1%,-0.3%,-9%,-22%,2,1%,-30%,-1%,-5%
Cn1c(SCC(=O)N/N=C/c2cccnc2)nnc1-c1ccccc1,4%,-9%,-0.3%,-1%,3%,0,-2%,4%,13%,-7%
COCCN1C(=O)C(=O)/C(=C(/O)c2cccc(OC)c2)C1c1ccncc1 (configuration not stated),8%,0%,0.3%,3%,0%,-6,-4%,-4%,-1%,1%
c1ccc(CCn2nnnc2C(c2cccnc2)N2CCN(c3nc4ccccc4s3)CC2)cc1 (configuration not stated),-29%,2%,0.7%,-17%,?,3,-3%,-55%,-3%,-2%
CC(C(=O)O)N1C(=O)c2ccccc2C1=O (configuration not stated),15%,.,-1.7%,-1%,2%,-1,-9%,-5%,.,-8%
Cc1ccc(NC(=O)CSCC(=O)NC2(C)CCS(=O)(=O)C2)cc1 (configuration not stated),4%,-1%,-0.2%,4%,13%,-1,-5%,9%,5%,.
NC(=O)CC[C@@H]1NC(=O)[C@@H]2CCCN2C(=O)c2cc([N+](=O)[O-])cc(I)c2NCCCC[C@@H](C(=O)NC(CC(=O)O)C(N)=O)NC1=O (some centres not stated),28%,-5%,-0.3%,-1%,10%,-5,-14%,15%,-5%,12%
Cc1cccc(C(C)C)c1NC(=O)COC(=O)COc1ccc2c(C)cc(=O)oc2c1,34%,1%,-0.5%,0%,14%,-3,1%,0%,2%[46.1 µM],-1%
COc1cc(/C=N/NC(=O)COc2c(C)cc([N+](=O)[O-])cc2C)ccc1OC(=O)c1ccccc1Br,-17%,5%,-0.4%,0%,-5%,1,0%,-36%,5%[46.1 µM],66%[activator]
COc1ccc(NC2=NCCC2)cc1,10%,10%,0.5%,-3%,13%,-3,-1%,-4%,3%,-2%
COc1ccc(C(=O)Nn2c(C)nc3ccccc3c2=O)cc1,5%,5%,0.0%,-3%,-5%,7,1%,-28%,-14%,9%
CCCCOC(=O)Nc1nc2ccc([N+](=O)[O-])cc2s1,13%,-7%,-0.9%,0%,18%,1,0%,50%,-5%,8%
O=C(CCSCCc1ccccn1)Nc1ccc(Br)cn1,14%,-1%,-0.3%,2%,1%,13,-3%,2%,1%,-2%
Cc1cccc(NC(=S)Nc2ccc3cn[nH]c3c2)c1,-8%,4%,0.1%,?,?,-1,0%,52%,-6%[46.1 µM],2%
Cc1c(NC2=CC(=O)CC(C)(C)C2)c(=O)n(-c2ccccc2)n1C,10%,-3%,0.0%,-2%,2%,0,3%,-27%,1%,-7%
COc1ccccc1C(=O)NCc1nnc(SC(C)C(=O)Nc2nccs2)n1C (configuration not stated),18%,-2%,0.4%,-7%,8%,2,-2%,-37%,3%,-4%
CCc1nnc(NS(=O)(=O)c2ccc(NCc3cc(Br)ccc3O)cc2)s1,7%,8%,-0.6%,10%,22%,-3,-8%,7%,-2%,17%
C=CCOc1ccc(/C(O)=C2/C(=O)C(=O)N(CCCN3CCOCC3)C2c2ccc(OC)cc2)cc1 (configuration not stated),0%,.,-0.4%,2%,5%,-3,-2%,-19%,-7%[46.1 µM],-6%
CCOc1ccc(CCNC(=O)CSc2nc3ncc(Cl)cc3[nH]2)cc1OCC,-4%,14%,-0.8%,1%,-5%,17,6%,3%,0%,-6%
CCCn1c(SCC(=O)C(C)(C)C)nc2ccccc21,-11%,-2%,0.1%,0%,-5%,?,3%,7%,0%,-7%
CC(=O)C1=C(c2ccccc2)NC(=S)NC1c1ccc(O)c(O)c1 (configuration not stated),?,-6%,-0.2%,-2%,20%,-3,-4%,17%,-3%,6%
Cc1cccc(C)c1NC(=O)CSc1nc(N2CCOCC2)nc(N2CCOCC2)n1,5%,-43%,-0.3%,18%,14%,-4,0%,0%,1%,2%
CC(C)C(=O)Nc1cccc(-c2cn3ccsc3n2)c1,26%,12%,-0.1%,13%,23%,-1,-4%,43%,3%,0%
CC(C)(C)C(=O)Cn1ncc(NC2CC2)c(Br)c1=O,10%,-1%,0.4%,14%,?,0,-5%,11%,-5%,2%
Cc1nn(CC(=O)N2CCc3ccccc3C2)c(C)c1Cl,-13%,11%,0.3%,-1%,?,-1,-4%,-4%,-22%,16%
Cc1cc(Cl)ccc1C(=O)C1CCCN(C(=O)c2n[nH]c3c2CCCC3)C1 (configuration not stated),10%,4%,0.1%,-3%,?,17,-3%,-35%,0%,-5%
CCCN(CC(=O)Nc1ccccc1OC)C(=O)c1ccc(S(=O)(=O)Nc2ccccc2)cc1,0%,-3%,0.4%,2%,-11%,-2,-7%,-30%,-3%,.
Cc1ccc(NC(=O)CSc2nnc(C)n2C2CC2)cc1S(=O)(=O)N1CCOCC1,-25%,7%,-0.1%,-5%,15%,-3,-4%,16%,0%,.
COc1cc(/C=N/NC(=O)Nc2ccccc2)ccc1OC(C)=O,31%,5%,0.1%,?,?,-1,-3%,83%,1%[46.1 µM],0%
O=C(c1cc2ccccn2n1)N1CCN(c2cccc(C(F)(F)F)c2)CC1,9%,-4%,0.1%,-4%,-6%,?,-6%,-49%,14%,4%
NC1=NC(=O)/C(=C\c2cccs2)S1,13%,8%,-0.9%,1%,26%,-6,-2%,24%,3%,9%
